Screening data: PubChem BioAssay, several laboratories
HSF1 inhib: HSF1 inhibitors in luciferase reporter cells, primary screen, cell-based, NIH3T3, luminescence | activity change, negative = inhibition, % at 7.5 µM (by protocol) | actives 0.77% (n = 300,000) | AID 2098, 2009 | NIH3T3-HGL HSE-luciferase, MG132-induced, luminescence 8 h; active compounds read low;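 active means more than half of replicate wells show activity change below -50%, luminescence cut by over half; inconclusive means some wells, but at most half, below -50%; inactive means no replicate well below -50%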;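 further: luciferase reports HSF-1 transcriptional activity via heat shock element; 0% = median of DMSO wells and -100% = zero luminescence signal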
KLF5 inh: KLF5 expression inhibitors, primary screen, DLD-1 cells, luminescence. DLD-1 KLF5 promoter-luciferase reporter. inhibition, % at 5 µM. actives 0.23% (n = 290,000);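 active means inhibition above a per-plate limit of that plate's mean compound inhibition plus 3 SD, cut at about 60% in these data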;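 further: 0% = DMSO wells and 100% = LY294002 at 200 µM; higher means less KLF5 promoter-driven luciferase light; inactives centre near -14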
IEC-6 tox: cytotoxicity in IEC-6 intestinal epithelial cells, primary screen, cytotoxicity control for KLF5 inhibitor project, cell-based, luminescence | IEC-6 cytotoxicity, luminescence viability | inhibition, % at 5 µM | actives 0.78% (n = 290,000) | AID 1825, 2009; in the data active means inhibition above about 22%;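 further: 0% = plate median of test compound wells and 100% = cytotoxic reference compound wells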
HSP90 inh: HSP90 inhibitors, primary screen, cell lysate, luminescence; inhibition, % at 5.6 µM; actives 0.91% (n = 290,000); AID 1789, 2009; Rabbit reticulocyte lysate, luciferase refolding luminescence, 3 h;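 active means inhibition above the screen-wide mean plus 3 SD, computed separately per campaign, cut at about 16% in these data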;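 further: 0% = DMSO wells and 100% = 60 µM geldanamycin wells; inhibitors lower the luminescence because luciferase stays unfolded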
HDAC3 inhib: HDAC3 deacetylase inhibitors, primary screen, biochemical, fluorescence, cell-free homogeneous; recombinant HDAC3, fluorogenic peptide/trypsin coupled; inhibition, % at 8.3 µM; actives 0.15% (n = 320,000); AID 2718, 2010; in the data active means inhibition above about 26%, passing the limit was not always enough; inconclusive means no clear call, values can overlap the other calls
Target sequence (O15379 whole entry, looked up): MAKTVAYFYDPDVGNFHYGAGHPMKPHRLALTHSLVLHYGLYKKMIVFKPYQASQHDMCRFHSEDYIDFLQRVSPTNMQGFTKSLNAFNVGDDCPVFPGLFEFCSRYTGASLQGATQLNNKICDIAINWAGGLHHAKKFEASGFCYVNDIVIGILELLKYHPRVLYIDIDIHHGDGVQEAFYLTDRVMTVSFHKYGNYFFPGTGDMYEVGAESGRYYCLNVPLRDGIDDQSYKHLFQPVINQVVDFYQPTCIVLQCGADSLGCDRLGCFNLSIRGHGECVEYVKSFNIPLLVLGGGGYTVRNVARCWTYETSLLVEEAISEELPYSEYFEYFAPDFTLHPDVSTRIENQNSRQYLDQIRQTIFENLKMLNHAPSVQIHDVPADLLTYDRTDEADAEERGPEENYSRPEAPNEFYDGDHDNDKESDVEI
HSF1 activator: HSF-1 activators, primary screen, NIH3T3-HGL cells, MG132 stress, luminescence, single point; NIH3T3-HGL HSF-1 luciferase reporter, 8 h; 100% = twice DMSO control signal; actives 1.7% (n = 300,000); AID 504408, 2011; activation, % at 9 µM;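 active means mean replicate activation of at least 50% with a set share of replicates each reaching 50%; inconclusive means only one of those two conditions met; inactive means mean below 50% and too few replicates reaching it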;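 further: 0% = median of the neutral control wells and 100% = twice that signal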
Platelet DG rel: inhibitors of platelet dense granule secretion, primary screen, cell-based, MLPCN, human platelets | human platelet-rich plasma, SFLLRN dense granule ATP release, luminescence | inhibition, %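 (compounds screened at 7.5 µM in platelet-rich plasma)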 | actives 0.22% (n = 300,000) | AID 1663, 2009;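 active means mean replicate score, as percent of positive control, at or above 50; inconclusive means mean below 50 but at least one replicate at or above 50; inactive means mean and every replicate below 50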
aSyn 5UTR inh: MLPCN primary screen, SNCA 5' untranslated region | alpha-synuclein 5'UTR reporter, inhibitor activity | inhibition, % (tested at 7.5 µM) | actives 0.82% (n = 300,000) | AID 1813, 2009; in the data active means inhibition above about 60%; inconclusive means no clear call, values can overlap the other calls;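 further: H4 neuroglioblastoma cells stably carrying SNCA 5'UTR luciferase fusion; 0% = DMSO wells and 100% = positive control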
HIF act: HIF pathway transcriptional activators, primary screen, cell-based, U2OS HRE-luciferase, luminescence. actives 0.32% (n = 300,000). U2OS HRE-luciferase reporter; normalized: DMSO 0%, desferrioxamine 100%. activation, % at 7.5 µM (by protocol). AID 1910, 2009;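 active means mean activation of at least 10% of the iron chelator positive control signal, with at least half of replicates also reaching 10%; inconclusive means mean and replicate majority disagree about reaching 10%; inactive means mean and most replicates under 10%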
AI-2 QS modul: Vibrio harveyi AI-2 quorum sensing modulators, primary screen, JMH597 strain, luminescence/OD600 ratio; Vibrio harveyi JMH597 AI-2 luminescence/OD600 ratio, 9 h; active compounds read low; strain lacks LuxN and CqsS sensors; 0 = neutral-control median; activity change, % at 7.5 µM; actives 0.4% (n = 300,000); AID 2094, 2009; in the data active means activity change below about -75%, passing the limit was not always enough; inconclusive means no clear call, values can overlap the other calls;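 further: luminescence divided by OD600 gain over 9 h not by final OD600 alone; inactives centre near 13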
Starred values were filed as active, the others as inactive; ? = inconclusive; / = no result given. This is a random part of the collection, and some 5% of all compounds hit somewhere here.

SMILES	HSF1 inhib	KLF5 inh	IEC-6 tox	HSP90 inh	HDAC3 inhib	HSF1 activator	Platelet DG rel	aSyn 5UTR inh	HIF act	AI-2 QS modul
COCCN(CC1CCCN(C2Cc3ccccc3C2)C1)C(=O)c1cccc(C)c1 (stereo not drawn)	-3	-13	-5	-6	-1	-1	2	-6	0.1	9
CCOC(=O)N1CCN(C(=O)c2cccc(N3C(=O)NC4CC3(C)Oc3ccc(Cl)cc34)c2)CC1 (stereo not drawn)	4	3	-3	-1	-6	-1	1	0	-0.6	24
O=C(c1ccc(COc2ccccc2Cl)o1)N1CCOCC1	10	-22	3	-4	5	-4	-14	-4	0.2	27
CC(C)NC(=O)c1cc2c(=O)n3ccccc3nc2s1	-3	1	-2	1	-14	-6	2	-8	-0.9	12
O=[N+]([O-])c1ccccc1N/N=C/c1c[nH]c2ccccc12	98	-30	16	-4	6	150*	3	-105	3.5	3
CCOC(=O)C(=NCCCN1CCOCC1)NNc1cccc(C(F)(F)F)c1	-2	-5	-2	-2	7	9	10	-21	-1.6	19
Cc1ccc(/C=N/NC(=O)c2ccc(Cn3cc([N+](=O)[O-])cn3)o2)cc1	2	-26	4	5	4	11	21	-13	-3.7	19
CCCn1c(=N)n(CC(=O)c2ccc([N+](=O)[O-])cc2)c2ccccc21	8	-13	6	3	-2	14	4	19	-0.2	11
O=C(COc1ncnc2ccccc12)NCc1ccc2c(c1)OCO2	1	-3	1	1	0	14	-3	-8	0.2	11
O=C(Nc1ccc(C(=O)N2CCCC2)cc1)c1cccc(C(F)(F)F)c1	-5	-18	5	21*	-8	-15	2	-8	0.9	6
CSc1nc2sc3c(c2c(=S)[nH]1)CC(C)(C)OC3	-9	0	-6	6	6	-7	-1	3	1.0	7
O=C(NCc1ccccc1)[C@]1(C(F)(F)F)C[C@H](CCc2ccccc2)CCCO1	-41	/	/	/	-4	-54	12	-4	-1.5	21
O=S(=O)(NCCc1ccccc1)c1ccc(F)cc1	4	-40	-4	0	-4	-2	-10	8	1.4	-32
COCCn1cnnc1SCC(=O)Nc1sccc1C(N)=O	-10	-9	-5	1	2	-31	-20	-19	-0.2	128
CC(Sc1ccsc1[N+](=O)[O-])C(=O)N1CCN(c2ccccn2)CC1 (stereo not drawn)	-6	-34	-3	1	0	12	-8	-26	-0.4	21
O=C1CN(C(=O)COC(=O)c2cc(S(=O)(=O)N3CCOCC3)ccc2Cl)c2ccccc2N1	8	6	4	3	/	27	-1	-10	-0.1	-2
COc1cccc(CN(C)CC(=O)Nc2sc3c(c2C#N)CCC3)c1	-4	-2	-1	1	8	13	-5	24	0.0	-5
Cc1nc(/C=[N+](\[O-])C(C)(C)/C=N/O)n(O)c1C	-9	-21	-3	-1	-1	-22	-8	15	-0.2	10
Cn1c(CN(O)S(=O)(=O)c2ccc(Cl)cc2)nnc1C(F)(F)F	-5	-23	4	-2	6	-1	-17	12	0.3	0
CCN(CC)S(=O)(=O)c1ccc2[nH]c(=O)cc(C(=O)NCc3ccccc3)c2c1	4	-20	-4	1	-1	0	3	-9	-0.7	/
COc1ccc(CCCc2nnc(SCC(=O)Nc3ccccc3F)o2)cc1	7	16	-2	5	4	5	-3	-31	-0.2	-3
Cc1c(C(=O)Nc2cc(S(=O)(=O)N3CCOCC3)ccc2N2CCN(C)CC2)oc2ccccc12	-2	4	0	-6	3	-8	16	21	-0.4	-5
Cc1cc(C(=O)Nc2ccc3c(c2)OCCO3)c(C)o1	11	-173	5	2	1	28	4	-113	4.0	32
COc1ccc(C(=O)Nc2ccc(NC(=O)c3cccs3)cc2)cc1[N+](=O)[O-]	-4	-13	4	1	0	7	2	-1	-1.6	3
Cc1ccc(NC(=O)CCc2ccc(S(=O)(=O)NC3CCCCC3)cc2)cc1	11	-20	-12	3	12	-4	3	1	-0.5	9
Cc1cc(S(=O)(=O)NCC(c2ccc(F)cc2)N2CCN(C)CC2)ccc1F (stereo not drawn)	-8	/	/	/	-1	-4	2	-4	0.0	21
CCOC(=O)C1=NOC(CNC(=O)C2=NOC(CNC(=O)c3c(-c4ccccc4Cl)noc3C)C2)C1 (stereo not drawn)	3	-2	4	3	5	19	-2	10	0.2	20
CCN(CC)CCCN(C(=O)c1ccc(F)cc1)c1nc(-c2ccc(OC)cc2)cs1	-26	-15	2	4	3	-39	-3	-1	0.3	5
CC(C)(C)c1cc(/C=C2\NC(=O)NC2=O)cc(C(C)(C)C)c1O	-5	7	0	-3	13	15	-2	27	-1.2	20
Cc1ccsc1CN(C)Cc1nc(C2CC2)no1	-3	-27	3	-3	-3	-10	-3	-13	0.1	18
Cc1ccc(-c2nc(-c3ccncc3)no2)c(Cl)c1	19	-42	-3	28*	3	40	2	20	0.8	17
O=C(NC1CCCCC1)C(c1ccc(O)c(O)c1)N(C(=O)Cn1nnc2ccccc21)c1cccc(O)c1 (stereo not drawn)	1	-10	-6	-2	2	8	8	5	-0.2	9
COc1ccccc1NC(=O)Nc1ccnn1C1CCN(C(=O)c2cccnc2)CC1	9	2	0	-5	3	-11	-5	-11	0.5	-4
Cc1cc(Nc2ccccc2C(=O)O)nc2nc3ccccc3c(=O)n12	-3	-27	-2	3	-3	1	-2	14	-0.2	21
CCOC(=O)N/N=C(/C)c1ccc(N2C(=O)C3CCCCC3C2=O)cc1 (stereo not drawn)	-2	-26	-4	4	-6	-3	-1	5	0.3	29
CCOC(=O)Nc1ccc2c(CN3CCN(S(=O)(=O)c4ccccc4)CC3)cc(=O)oc2c1	-2	-33	4	2	-21	-8	9	30	-0.5	18
Cc1ccc(C)c(CN2CCNC2=O)c1	-1	11	0	1	1	3	-15	15	-0.1	17
Cc1ccc(C(=O)NCCNC(=O)CN2CCOCC2)cc1	-5	-29	-6	0	-1	-2	-9	1	-0.1	-12
O=C(N/N=C/c1ccccc1O)NC12CC3CC(CC(C3)C1)C2	-1	-90	0	-4	6	-10	4	-168	2.7	3
CC(=O)Nc1ccc(SCC(=O)c2cc(C)ccc2C)cc1	-5	-23	8	2	7	18	8	-4	0.9	/
Cc1c(C(=O)N(CCc2ccccc2)Cc2ccccc2)cccc1[N+](=O)[O-]	11	-30	1	3	-97	17	-14	15	-0.2	7
Cc1cc(OCC(=O)NC2CCN(Cc3ccccc3)CC2)c2c(C)c(C)c(=O)oc2c1	-5	-5	5	-1	-2	0	-11	4	-0.2	6
COc1cc(C(=O)Nc2cccc(NC(=O)c3ccccc3)c2)cc(OC)c1OC	-6	-21	2	0	10	8	12	-1	0.7	9
COc1ccc(NC(=O)Nc2ncccc2C)cc1	7	-45	0	-1	2	16	-3	-157	/	6
Cn1c(=O)[nH]c(=O)c2c1nc(CN1CCOCC1)n2CCc1ccccc1	-10	-13	-1	3	3	-23	-5	4	-0.2	15
CC1CC(C)CN(CCCNC(=O)c2ccc3nc(N4CCCCC4)sc3c2)C1 (stereo not drawn)	2	-114	27*	6	-2	5	-1	-273	1.1	1
Nc1nc(-c2ccccc2)c(-c2ccccc2)o1	-3	5	-4	-1	-3	-9	2	-4	0.2	6
COCCNC(=O)c1ccc2c(c1)ncn2-c1cccc(C)c1	5	-45	4	-3	-2	-5	0	-75	5.3	24
CCOc1ccc(NC(=O)c2cn(-c3ccc(OCC)cc3)c(=O)c3cc(OC)c(OC)cc23)cc1	-5	-2	-2	1	2	-18	2	23	-1.3	10
O=C(NCC1CCCN1S(=O)(=O)c1cccs1)c1ccc(F)c(F)c1 (stereo not drawn)	1	/	/	/	-3	1	-3	-3	-0.3	12
CCN(CC)CC(=O)Nn1c(C)nc2c(ncn2-c2ccccc2)c1=O	-6	-8	0	-1	1	2	2	12	-0.2	14
O=C(CSc1ncnc2c1nnn2Cc1ccc(F)cc1)NC1CCCC1	28	-35	-5	-3	10	?	-2	-16	0.2	20
N#CCNC(=O)c1nn2c(C(F)(F)F)cc(-c3ccccc3)nc2c1Br	0	2	-3	1	-9	-9	-1	-8	-0.6	24
O=C(O)c1cn(-c2ccccc2)nc1-c1cccnc1	-6	-24	-2	-1	-5	-6	-8	-1	-0.1	50
O=C(c1ccc2c(c1)OCO2)N1CCC2(CC1)Oc1ccc(F)cc1C(=O)C21CC(c2ccccc2)=NO1 (stereo not drawn)	-2	/	/	/	-5	-1	-1	30	-0.5	6

9 successive entries out of the list so far, quoted:
SMILES	HSF1 inhib	KLF5 inh	IEC-6 tox	HSP90 inh	HDAC3 inhib	HSF1 activator	Platelet DG rel	aSyn 5UTR inh	HIF act	AI-2 QS modul
Cc1c(C(=O)N(CCc2ccccc2)Cc2ccccc2)cccc1[N+](=O)[O-]	11	-30	1	3	-97	17	-14	15	-0.2	7
Cc1cc(OCC(=O)NC2CCN(Cc3ccccc3)CC2)c2c(C)c(C)c(=O)oc2c1	-5	-5	5	-1	-2	0	-11	4	-0.2	6
COc1cc(C(=O)Nc2cccc(NC(=O)c3ccccc3)c2)cc(OC)c1OC	-6	-21	2	0	10	8	12	-1	0.7	9
COc1ccc(NC(=O)Nc2ncccc2C)cc1	7	-45	0	-1	2	16	-3	-157	/	6
Cn1c(=O)[nH]c(=O)c2c1nc(CN1CCOCC1)n2CCc1ccccc1	-10	-13	-1	3	3	-23	-5	4	-0.2	15
CC1CC(C)CN(CCCNC(=O)c2ccc3nc(N4CCCCC4)sc3c2)C1 (stereo not drawn)	2	-114	27*	6	-2	5	-1	-273	1.1	1
Nc1nc(-c2ccccc2)c(-c2ccccc2)o1	-3	5	-4	-1	-3	-9	2	-4	0.2	6
COCCNC(=O)c1ccc2c(c1)ncn2-c1cccc(C)c1	5	-45	4	-3	-2	-5	0	-75	5.3	24
CCOc1ccc(NC(=O)c2cn(-c3ccc(OCC)cc3)c(=O)c3cc(OC)c(OC)cc23)cc1	-5	-2	-2	1	2	-18	2	23	-1.3	10
